Screening results: PubChem, several laboratories
TPT1 inh: blocks Candida albicans tRNA 2'-phosphotransferase | AID 1962 | 300,000 compounds, 0.81% hits | inhibition, % at 5 µM | recombinant caTPT1, FP RNA substrate dephosphorylation;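 active means inhibition above the mean of all tested compounds plus 3 SD, set per screening campaign, cut at about 24% in these data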;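 further: plate controls were DMSO alone for no effect and ferristatin control at 100 nM for full effect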
PP1 counter: counter-screen for PP5 inhibitors: inhibitors of human PP1-alpha; 320,000 compounds, 0.9% hits; inhibition, % at 6.7 µM; purified PP1alpha, OMFP fluorescence; AID 2235; P62136;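 active means inhibition above the mean inhibition of all tested compounds plus 3 SD, computed separately for each screening campaign, cut at about 15% in these data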
Target sequence (P62136 whole entry, looked up): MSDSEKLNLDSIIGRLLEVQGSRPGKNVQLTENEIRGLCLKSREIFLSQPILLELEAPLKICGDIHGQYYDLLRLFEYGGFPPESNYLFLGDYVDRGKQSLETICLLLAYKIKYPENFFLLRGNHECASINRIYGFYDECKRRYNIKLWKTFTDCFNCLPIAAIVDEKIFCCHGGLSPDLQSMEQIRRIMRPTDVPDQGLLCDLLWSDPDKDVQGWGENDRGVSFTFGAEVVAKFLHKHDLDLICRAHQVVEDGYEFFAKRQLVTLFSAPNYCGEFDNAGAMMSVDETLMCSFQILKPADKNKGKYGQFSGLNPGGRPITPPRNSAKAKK
PP5 inh: PP5 (human) phosphatase inhibition; P53041; purified PP5c, OMFP substrate fluorescence; inhibition, % at 6.7 µM; 320,000 compounds, 0.18% hits;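 active means inhibition above the campaign's mean inhibition across all tested compounds plus 3 SD, cut at about 9.5% in these data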;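 further: 0% = DMSO only and 100% = 100 µM cantharidin control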
Target sequence (P53041 whole entry, looked up): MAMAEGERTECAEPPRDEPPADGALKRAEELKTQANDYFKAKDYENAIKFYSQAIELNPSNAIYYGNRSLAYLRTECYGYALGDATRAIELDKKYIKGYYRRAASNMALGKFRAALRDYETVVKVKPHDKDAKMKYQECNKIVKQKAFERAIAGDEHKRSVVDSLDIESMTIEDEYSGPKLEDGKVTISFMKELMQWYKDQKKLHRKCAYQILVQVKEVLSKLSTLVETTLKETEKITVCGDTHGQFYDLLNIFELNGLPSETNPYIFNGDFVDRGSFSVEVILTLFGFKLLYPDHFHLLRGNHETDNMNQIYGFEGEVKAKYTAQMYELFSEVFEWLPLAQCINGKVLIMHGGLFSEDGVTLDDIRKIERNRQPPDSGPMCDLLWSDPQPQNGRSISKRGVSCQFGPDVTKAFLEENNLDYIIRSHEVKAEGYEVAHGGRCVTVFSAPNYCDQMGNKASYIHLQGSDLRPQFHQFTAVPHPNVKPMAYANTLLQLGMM
EBNA-1 inhibitor: blocks EBNA-1 binding to DNA. 300,000 compounds, 0.34% hits. EBNA-1 DNA binding, fluorescence polarization. inhibition, % at 14.8 µM; in the data active means inhibition above about 28%
Fh CTSL1 inh: counter-screen for PFM18AAP inhibitors: inhibitors of F. hepatica cathepsin L1 | recombinant F. hepatica cathepsin L1, Z-Leu-Arg-MCA fluorescence | 300,000 compounds, 0.49% hits | inhibition, % at 5.96 µM;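 active means inhibition above the mean of all tested compounds plus 3 SD, set per screening campaign, cut at about 17% in these data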;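 further: 0% = plate median of test compound wells and 100% = 1 µM Z-Phe-Ala-diazomethylketone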
PREPL inh: inhibits the human prolyl oligopeptidase-like enzyme. 320,000 compounds, 0.68% hits. recombinant PREPL, fluorescence polarization activity-based probe. Q4J6C6. inhibition, % at 5.96 µM; in the data active means inhibition above about 43%;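 further: 0% = enzyme with DMSO and 100% = wells lacking enzyme; many of its hits are not listed in these tables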
Efflux pump mplx: blocks antifungal efflux pumps in multiplex yeast assay; S. cerevisiae Candida pump triplex, Nile Red efflux; 330,000 compounds, 0.44% hits; inhibition, % at 10 µM;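 active means plate passing quality check with inhibition over a set limit, or well fluorescence over plate mean plus 4 SD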;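 further: Nile Red retained in pooled yeast measured as flow cytometry median fluorescence; 0% = buffer negative control and 100% = Enniatin B positive control; higher means more Nile Red kept so more efflux inhibition; some compounds called inactive have numbers as strong as hits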
core dimer inh: blocks dimerization of HCV core protein; TR-FRET GST/Flag-core106 dimerization, 1536-well; inhibition, % at 5 µM; 300,000 compounds, 0.33% hits; AID 1899;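 active means inhibition above the mean of all tested compounds plus 3 SD, set per screening campaign, cut at about 45% in these data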
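System: GST/Flag-tagged HCV core106 proteins. Incubation: compound-protein-antibody incubation 4 h at 22.5 °C. Technique: HTRF with 340 nm excitation, 617/671 nm emission. Medium: KF-containing HEPES buffer, pH 7.45, DTT, CHAPS, BSA. Read-out: inhibition (%) from 671 over 617 nm ratio. Also added: Eu(K)-anti-GST 90 ng/mL plus XL665-anti-Flag 1 µg/mL.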
ZTA counter: counter-screen for EBNA-1 inhibitors: inhibitors of Epstein-Barr virus ZTA; inhibition, % at 11 µM; ZTA-DNA binding, fluorescence polarization; 320,000 compounds, 0.15% hits; in the data active means inhibition above about 33%
Target sequence (P03206 whole entry, looked up): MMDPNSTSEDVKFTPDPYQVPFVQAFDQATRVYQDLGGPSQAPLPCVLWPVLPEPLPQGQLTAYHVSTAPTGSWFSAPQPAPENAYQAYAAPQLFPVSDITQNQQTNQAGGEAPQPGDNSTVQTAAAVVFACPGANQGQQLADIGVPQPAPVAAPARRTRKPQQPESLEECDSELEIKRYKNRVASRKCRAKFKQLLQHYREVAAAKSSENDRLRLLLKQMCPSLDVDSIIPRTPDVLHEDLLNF
Numbers without * were called inactive; . = not tested or not shown.

SMILES	TPT1 inh	PP1 counter	PP5 inh	EBNA-1 inhibitor	Fh CTSL1 inh	PREPL inh	Efflux pump mplx	core dimer inh	ZTA counter
CCOC(=O)c1nnc(-c2ccc(C)cc2)nc1Sc1ccccc1Cl	-3	-7	-0.5	-1	15	1	-0.1	7	-5
CC(=O)c1ccc(OCCN2CCOCC2)cc1	-1	-6	-0.7	-10	0	-3	0.0	-1	-6
CCOC(=O)c1ccc(NC(=O)CSc2nc3c(c(=O)n2C)SC(C)C3)cc1 (stereo not drawn)	-5	5	2.9	5	3	19	0.0	0	-19
CC(C)Cn1c(SCC(=O)c2c(N)n(C)c(=O)n(C)c2=O)nc2ccccc21	-1	-1	3.3	-9	-1	-4	0.1	9	-4
COc1ccc(N=C2NC(=O)/C(=C/c3ccc(O)c(OC)c3)S2)cc1	32*	10	4.3	-5	0	23	0.5	-6	-14
Cn1cccc1C(C#N)c1cccc(F)c1C#N (stereo not drawn)	-1	2	2.5	-4	6	8	-0.1	-1	-7
COc1ccc(OC)c(CNC(=O)CCc2nc(-c3cccs3)no2)c1	1	-3	-0.1	-1	-6	5	-0.1	-11	-11
CC1(C)CC(=O)C=C(c2cc3ccccc3s2)C1	-3	2	1.7	13	3	-94	0.1	-13	1
CCOC(=O)c1c(C2CC2)csc1NC(=O)COC(=O)c1ccc[n+]([O-])c1	2	8	2.8	4	-3	7	0.0	20	4
CCCn1c(=O)c(Br)cn(-c2ccccc2C)c1=O	-2	-1	4.2	0	-1	8	-0.2	-6	-6
N#C/C(=C(/O)COc1ccc(Cl)cc1)c1nc2ccccc2s1	0	-2	0.8	-4	3	1	-0.1	14	12
CCOCCc1nn2c(=O)cc(CSCC(=O)Nc3ccc(OC)cc3)nc2s1	-5	-2	-2.5	5	6	14	0.0	-6	-10
Cc1ccc2c(CC(=O)NCc3cccs3)coc2c1	-2	-3	1.5	-3	1	-1	0.2	-4	-4
CCOC(=O)N1CCC(NC(=O)COc2cc(=O)n(C)c3ccccc23)CC1	0	1	3.0	-20	5	5	0.1	1	-3
COc1ccc(CN2CC[C@H]3C=CC[C@@H](C(=O)Nc4ccc(Cl)c(C(F)(F)F)c4)[C@H]3C2=O)cc1OC	-1	2	3.8	2	-3	7	.	16	5
CC(C)C(NC(=O)C1CCCCC1)C(=O)Nc1ccc2c(c1)OCCO2 (stereo not drawn)	1	-5	-0.2	-2	-2	-8	0.0	0	-9
O=C1CC(c2cccnc2)c2cc3c(cc2N1)OCCO3 (stereo not drawn)	-3	-1	2.6	-8	-5	7	-0.1	-3	-16
COc1cccc(NC(=O)C(=O)c2cn(CC(=O)N3CCCC3)c3ccccc23)c1	0	0	2.0	-10	2	2	0.1	9	1
CC(=O)c1cccc(NC(=S)NCc2ccccc2)c1	-6	-2	-0.5	-10	-4	-4	-0.2	8	0
C=CCn1c(COc2ccccc2)nnc1SCC(=O)Nc1ccc(S(N)(=O)=O)cc1	-1	-3	1.2	-5	1	-24	-0.1	-2	-13
COc1ccc2cc3c(nc2c1)OCC3	1	-9	-6.9	-9	12	2	-0.1	-2	-22
O=C(Nc1ccccc1)N(C1=NCCC1)c1ccccc1	2	-2	-2.1	8	-1	0	0.0	5	-1
O=C(Cn1cnc([N+](=O)[O-])c1)NCc1ccc(F)cc1	2	-5	0.4	7	2	-2	0.0	-52	5
Cc1nc2ccc(NC(=S)N3CCCC3)cc2nc1C	-1	3	-2.1	-1	5	5	-0.2	0	2
CN1CCN(C(=O)c2cc(Cl)cc(Cl)c2NC(=O)c2ccco2)CC1	1	0	-1.1	6	-1	7	-0.2	-6	16
O=C(Cn1c(-c2cncs2)nc2ccccc21)NCCc1ccccc1	0	-3	-4.0	-14	-1	-8	0.4	-24	-12
Fc1ccc(Cn2c(SCc3ccc(F)c(C(F)(F)F)c3)nnc2C(F)(F)F)cc1	0	6	5.5	1	-1	9	0.2	-1	-17
CCc1cccc(NC(=S)Nc2cccc3ccccc23)c1	-4	5	2.4	6	-1	3	0.0	0	-6
COc1ccc(C(=O)N2CCN(Cc3ccc4c(c3)OCO4)CC2)cc1[N+](=O)[O-]	2	-3	3.7	-13	-4	20	0.5	3	6
O=[N+]([O-])c1ccc(CN2CCN(c3ncccn3)CC2)cc1	1	-3	4.1	9	-3	-2	0.1	-4	-5
COc1ccccc1CCC(=O)Nc1cccc(S(=O)(=O)N2CCCC2)c1	-3	0	1.9	0	0	3	0.1	12	1
C/C(Cl)=C/Cn1c(SCCN2CCOCC2)nc2c1c(=O)[nH]c(=O)n2C	1	-1	2.0	-6	4	15	-0.2	-1	-3
CN(C)C(=O)CN1C(=O)NC2(CCCc3ccccc32)C1=O (stereo not drawn)	-1	4	-4.2	1	4	-1	-0.4	-24	-15
COc1cc(C(c2nnnn2C(C)(C)C)N2CCN(c3nc4ccccc4s3)CC2)ccc1O (stereo not drawn)	-8	1	-0.7	4	1	29	0.1	0	12
CC(NC(=O)c1ccc(F)cc1Cl)C1CC2CCC1C2 (stereo not drawn)	-1	-4	0.6	-2	6	2	-0.2	6	4
CC1(C)CC(=O)C2=C(C1)N(c1ncn[nH]1)C(N)=C(C#N)C2c1ccccc1 (stereo not drawn)	3	-1	3.4	-9	1	14	-0.1	-4	-6
CC(C)[C@H](NC(N)=O)C(=O)Nc1ccc2c(c1)CCC2	2	-4	1.7	1	-2	-8	0.1	-5	8
Cc1ccc(NS(=O)(=O)c2c(C)[nH]c(C)c2C(=O)N2CCCCC2)cc1Cl	-1	-2	1.7	5	1	12	-0.1	-15	-9
CCC(C)(C)NC(=O)C(NS(=O)(=O)c1cccs1)c1ccccc1 (stereo not drawn)	-4	-2	0.6	5	-1	28	-0.8	-7	-7
O=C(Nn1c(Cc2ccccc2)nc2ccccc2c1=O)c1c(O)c2cccc3c2n(c1=O)CCC3	2	2	0.4	-5	-1	-4	0.1	22	4
COc1ccc(C(=O)OCC(=O)Nc2ccc([N+](=O)[O-])cc2OC)c(O)c1	-5	-2	0.3	18	2	8	0.0	7	-6
COc1ccc(S(=O)(=O)N2CCC(C(=O)N3CCCCC3)CC2)cc1	1	3	2.1	-25	-1	-19	0.1	-4	4
Cc1ccc(C(=O)OCC(=O)Nc2c(Cl)cc(S(N)(=O)=O)cc2Cl)o1	2	-2	0.5	-5	-8	3	0.1	-1	1
O=C(c1nc2ccccn2c1CNCCCn1nnc2ccccc21)N1CCOCC1	-1	3	1.0	4	0	9	0.1	8	-10
Cn1c(SCC(=O)NCc2ccc3c(c2)OCO3)ncc(C(=O)Nc2ccc(F)cc2)c1=O	0	-1	-0.3	6	3	-5	0.2	-2	-4

Part of the list above, comma-delimited:
compound,TPT1 inh,PP1 counter,PP5 inh,EBNA-1 inhibitor,Fh CTSL1 inh,PREPL inh,Efflux pump mplx,core dimer inh,ZTA counter
COc1ccc(S(=O)(=O)N2CCC(C(=O)N3CCCCC3)CC2)cc1,1,3,2.1,-25,-1,-19,0.1,-4,4
Cc1ccc(C(=O)OCC(=O)Nc2c(Cl)cc(S(N)(=O)=O)cc2Cl)o1,2,-2,0.5,-5,-8,3,0.1,-1,1
O=C(c1nc2ccccn2c1CNCCCn1nnc2ccccc21)N1CCOCC1,-1,3,1.0,4,0,9,0.1,8,-10
Cn1c(SCC(=O)NCc2ccc3c(c2)OCO3)ncc(C(=O)Nc2ccc(F)cc2)c1=O,0,-1,-0.3,6,3,-5,0.2,-2,-4

Other structures follow.
SMILES	TPT1 inh	PP1 counter	PP5 inh	EBNA-1 inhibitor	Fh CTSL1 inh	PREPL inh	Efflux pump mplx	core dimer inh	ZTA counter
COc1ccc(CNC(=O)c2cc(=O)c3cc(C)c(C)cc3o2)cc1	0	-3	6.6	12	7	-3	-0.1	4	4
O=C(N/N=C/c1ccncc1)c1sc2ccccc2c1Cl	1	1	-1.6	2	4	9	-0.1	4	-1
Cc1ccc(N(C(=O)c2csnn2)C(C(=O)NC2CCCC2)c2ccncc2)c(C)c1 (stereo not drawn)	1	-6	-4.3	-5	-7	7	0.5	-3	-3
CC(=O)Nc1ccc(S(=O)(=O)N(CC(=O)Nc2cc(C)on2)Cc2ccc(F)cc2)cc1	-2	-2	-0.6	-3	-4	-11	-0.1	3	10
CCn1c(SCC(=O)c2ccc(Cl)cc2)nnc1C(C)C	-1	0	-1.1	7	-3	18	0.0	-1	-1
N#C/C=C(/N)N1CCN(c2ccc(Cl)c(Cl)c2)CC1	2	-5	2.2	-2	1	1	0.8	5	-2
CN1C2=C(C(=O)CC(C)(C)C2)C(c2cccs2)C2=C1CC(C)(C)CC2=O	-1	-3	2.5	-5	3	17	0.0	2	-6
COc1ccc(CCNC(=O)C2CCN(C(=O)c3ccc(OC)c(OC)c3)CC2)cc1	-1	-1	1.5	-11	-1	12	0.0	6	1
O=C(Nc1ccc2c(c1)OCO2)c1ccc(=O)[nH]n1	0	-1	-1.8	-10	-1	-6	0.1	-1	-3
CC(=O)Nc1ccc(NC(=O)CCC(=O)NCCO)cc1	-2	-5	-0.5	5	-5	2	-0.1	0	22
COc1ccccc1/C=C/C(=O)Nc1ccc(N2CCOCC2)cc1	1	1	-1.8	4	3	2	-0.1	0	4
CCOC(=O)c1c(C)[nH]c(C(=O)N2CCN(CC)CC2)c1C	0	-2	1.0	4	8	0	0.2	1	-11
O=C(CCC1CC(=O)Nc2ccccc21)NCc1cccnc1 (stereo not drawn)	-1	2	-0.6	9	1	-4	0.1	9	17
Cc1cc(O)cc(O)c1-c1onc(C(F)(F)F)c1-c1cscn1	0	6	2.9	2	-1	-2	0.1	-1	12
CN(C)c1ccc(-c2nc3ccccn3c2/N=C/c2ccc(Br)cc2)cc1	-1	-1	0.2	1	1	4	0.0	-17	1
CC1(C)Cc2c(sc(NC(=O)C(=O)NCC3CCCO3)c2C(N)=O)CO1 (stereo not drawn)	-3	-3	1.6	5	0	2	0.0	1	-7
COC(=O)c1cc(NC(=O)c2cccc(F)c2)cc(C(=O)OC)c1	-1	-2	2.2	-7	3	11	-0.1	-8	4
COC(=O)CN1C(=O)C(C)(C)Oc2ccc(C(=O)NC3CCCC3)cc21	0	0	1.7	-10	-1	-3	0.0	6	5
CC1(C)Cc2nc3sc4c(SCC(=O)O)ncnc4c3cc2CO1	1	-3	1.9	-7	-2	3	0.0	-10	-9
COc1ccc(-c2cc(-c3cccs3)nc(OC)c2C#N)cc1OC	-1	-3	2.6	11	2	2	-0.4	1	21
CC1CN(Cc2ccccc2)c2ccccc2NC1=S (stereo not drawn)	-2	3	1.4	16	1	1	-0.3	7	14
Cc1ccc(NS(=O)(=O)c2ccc3c(c2)n(C)c(=O)n3C)cc1C	0	-11	3.0	1	18*	11	-0.1	-17	-5
Cc1cc(C)cc(N2C(=O)CC(N3CCOCC3)C2=O)c1 (stereo not drawn)	-2	1	0.1	-10	2	10	0.1	3	2
O=C(NCCCc1ccccc1)c1cnc2n(c1=O)CCS2	2	-7	2.9	-3	1	6	0.3	4	-8
N#C/C(C(N)=O)=C1/SC(Cc2ccc(F)cc2)C(=O)N1c1ccccc1 (stereo not drawn)	28*	-2	3.5	-6	0	11	0.2	0	-16
COc1cc([N+](=O)[O-])ccc1NC(=S)N1CCOCC1	-2	-3	-1.7	-1	2	3	-0.1	2	19
CCOC(=O)c1ccccc1NC(=O)CSc1nnnn1C	-2	0	1.3	-2	2	-10	-0.3	-5	-9
COc1cccc2[nH]c(C(=O)NCc3ccccc3)cc12	-2	2	3.0	-8	-1	1	0.1	-1	-3
Cc1ccc(OCC(=O)Nc2cccc(S(=O)(=O)N3CCCCCC3)c2)cc1C	-1	5	0.5	-2	-1	22	0.2	3	-3

This is a subset. The share of hits here may be higher or lower than overall.
